Compound activity from PubChem BioAssay.
ERAP1 HTS inh: inhibitors of human ERAP1 aminopeptidase; inhibition, % at 10.7 µM; AID 652197; recombinant ERAP1, Leu-AMC fluorescence, 60 min; hit rate 0.15% among 340,000; Q9NZ08;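 active means mean replicate inhibition of at least 30%, or all replicates individually reaching that 30% level; inactive means mean below 30% and not every replicate reaching it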;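 further: 0% = neutral control wells and 100% = L-leucinethiol positive control wells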
S100A4 inh HTS: inhibitors of human S100A4 binding to myosin IIA peptide | P26447 | S100A4/TAMRA-MyoIIA peptide fluorescence polarization | inhibition, % at 10.7 µM | hit rate 0.14% among 360,000;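 active means mean inhibition of at least 70% across replicates, with every replicate also reaching that level; inconclusive means mean inhibition reaches 70% but some replicates fall short; inactive means mean inhibition below 70%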
Target sequence (P26447 whole entry, looked up): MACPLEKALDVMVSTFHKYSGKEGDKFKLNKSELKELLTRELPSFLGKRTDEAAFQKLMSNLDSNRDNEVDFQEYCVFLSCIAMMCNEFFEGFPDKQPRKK
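Test system: S100A4 monomer protein; Medium: HEPES pH 7.2 with CaCl2, KCl, NaCl, DTT, Triton; Probe or stimulus: TAMRA-labelled myosin IIA heavy-chain peptide probe, 5 nM; Doses: one dose per compound; Times: polarization read 5 min after assay mix addition, stable 5–60 min; Benchmarks: neutral control DMSO, positive control TFP.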
PGC1a acetyl inh: lowers PGC1a acetylation signal in U2OS cells; AID 651687; hit rate 0.17% among 350,000; inhibition, % at 15.6 µM; AlphaScreen anti-acetyl-lysine; with virally co-expressed GCN5 acetyltransferase;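 active means every replicate shows inhibition of at least 40%; inconclusive means mean inhibition at least 40% but some replicate below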;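 further: 0% = neutral control wells and 100% = positive control wells; some results beyond the cut were filed as inactive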
Statin myotox sup: suppressors of simvastatin-induced myotoxicity in C2C12 myotubes; hit rate 0.78% among 330,000; ATP luminescence, 48 h; scaled: DMSO 0, geranylgeraniol control 100; rescue of ATP level, % at 7.49 µM;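 active means mean ATP rescue above about 67%, or every replicate alone reaching that limit, limit read from the data, passing the limit was not always enough; inconclusive means no clear call, values can overlap the other calls; inactive means mean under the limit and some replicate under it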;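 further: myotubes were challenged with 10 µM simvastatin during compound exposure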
LGR2 inh: Drosophila LGR2 receptor signaling inhibition; HEK293 LGR2, CRE-luciferase, bursicon-stimulated, 4 h; inhibition, % at 9.99 µM; hit rate 0.35% among 380,000; AID 720647;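 active means drop in luminescence signal, shown as inhibition above about 50% in the replicate tests, limit read from the data, passing the limit was not always enough; inconclusive means probably only some replicates passing the limit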;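 further: agonist challenge used bursicon conditioned medium at about half maximal strength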
SIRT5 block: inhibitors of human sirtuin-5 desuccinylase. Purified SirT5, succinyl-peptide AMC, trypsin-coupled fluorescence. inhibition, % at 15 µM. hit rate 1.1% among 330,000; in the data active means inhibition above about 15%; inconclusive means no clear call, values can overlap the other calls
Target sequence (Q9NXA8 whole entry, looked up): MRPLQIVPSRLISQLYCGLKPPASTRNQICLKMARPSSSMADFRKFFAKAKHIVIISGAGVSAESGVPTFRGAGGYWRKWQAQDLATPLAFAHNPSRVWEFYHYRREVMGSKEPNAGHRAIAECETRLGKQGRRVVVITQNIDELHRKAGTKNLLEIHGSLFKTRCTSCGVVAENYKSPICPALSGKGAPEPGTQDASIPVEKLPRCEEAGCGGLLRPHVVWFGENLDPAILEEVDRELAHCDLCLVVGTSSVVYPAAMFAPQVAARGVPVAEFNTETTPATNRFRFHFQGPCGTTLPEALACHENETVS
Xi reactivation: reactivates the inactive X chromosome in mouse fibroblasts; XiGFP mouse fibroblasts, % GFP-positive cells imaging, 3 d; cells co-treated with 5-aza-dC sensitizer; scaled so ellipticine positive control = 100%; activation, % at 7.58 µM; hit rate 0.055% among 360,000;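 active means mean normalized replicate activation at least 10% and every replicate at or above 10%; inconclusive means only one of the two criteria met; inactive means mean below 10% and not all replicates reach 10%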;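 further: 0% = median of on-plate neutral control wells and 100% = ellipticine 6 µM median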
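System: SV40-immortalized XiGFP fibroblast cells, line 68-5-11 / Incubation: 3-day compound exposure, then 15 min fixation at room temperature / Compound: single concentration per compound, delivered by pin transfer / Buffer or medium: DMEM plus 5-aza-dC sensitizer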
Cneo AK release: causes C. neoformans cell lysis; adenylate kinase release luminescence, 4 h; normalised: neutral wells 0, clomiphene wells 100; lysis activity, % at 15 µM; hit rate 0.2% among 360,000; AID 651654;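 active means mean lysis activity across replicates of at least 80%, whatever share of replicates individually reach that level; inactive means mean lysis activity below 80%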
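Schedule: static 4 h at 37 °C with compound, 1 h detection; system: C. neoformans cells; benchmarks: Clomiphene as positive control; buffer or medium: fresh YPD medium; measure: luminescence rise reflecting yeast cell lysis; measured by: luminescent adenylate kinase detection reagent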
* marks the source's active call; other numbers are inactive results; ? = inconclusive; nt = no result given. A portion of the library; rates above refer to the full screens.

SMILES	ERAP1 HTS inh	S100A4 inh HTS	PGC1a acetyl inh	Statin myotox sup	LGR2 inh	SIRT5 block	Xi reactivation	Cneo AK release
Cc1ccccc1CN(C)C(=O)COC(=O)c1ccc2[nH]c(C)c(C)c2c1	2	-3	-15	-4	6	nt	0.1	-2
C[C@@H]1CN([C@@H](C)CO)C(=O)c2cc(-c3cccnc3)cnc2O[C@H]1CN(C)Cc1ccc(Oc2ccccc2)cc1	-1	9	-1	16	nt	2	-0.6	5
CC(C)NC(=O)N(C)C[C@@H]1Oc2cc(C#CCN(C)C)ccc2S(=O)(=O)N([C@H](C)CO)C[C@H]1C	2	-9	4	5	-2	3	-0.9	0
CNC(=O)CCCCC(=O)N/N=C/c1ccc(Cl)cc1Cl	5	-3	4	nt	-4	-4	0.0	1
Nc1nc(SCC(=O)N2N=C(c3ccc(Cl)cc3)CC2c2ccco2)n[nH]1 (stereo not drawn)	nt	-2	-5	nt	-4	-1	-0.1	0
CCC(=O)Nc1ccc2c(c1)OC[C@H](C)N(CC1CC1)C[C@@H](C)[C@H](OC)CN(C)C2=O	1	2	-1	nt	6	nt	1.1	nt
COc1ccc(NC(=O)C2COc3ccccc3O2)cc1 (stereo not drawn)	2	-17	-2	3	-31	-1	0.0	-5
O=C(C[C@@H]1CC[C@H]2[C@@H](COC[C@H](O)CN2C(=O)c2ccccc2F)O1)NCc1ccc(Cl)c(Cl)c1	1	-52	-7	8	-3	0	0.3	3
C[C@H]1CN([C@@H](C)CO)C(=O)Cc2cc(NC(=O)CCCN(C)C)ccc2O[C@@H]1CN(C)C(=O)Nc1ccc2c(c1)OCO2	3	?	9	20	0	7	0.1	-6
COc1cc(OC)cc(C(=O)N2CCN(c3ncccn3)CC2)c1	-2	0	nt	-5	1	-6	nt	-1
C[C@H](CO)N1C[C@H](C)[C@H](CN(C)Cc2ccccc2)Oc2cc(C3=CCCCC3)ccc2S1(=O)=O	nt	nt	-8	-32	-6	nt	-0.1	nt
COc1ccc(/C(C)=N/NC(=O)CNC(=O)/C=C/c2ccccc2OC)cc1	0	-2	nt	-14	8	-4	0.1	0
C[n+]1cnc(-c2ccccc2)cc1-c1ccccc1	nt	nt	-5	nt	-11	nt	-0.1	2
Cc1cc(C)c2nc(NNC(=O)c3ccc(S(=O)(=O)N4CCCCC4)cc3)sc2c1	0	-3	nt	6	nt	2	-0.2	0
COc1cccc(NC(=O)C2(C)CCCN2C(=O)C(C)C)c1 (stereo not drawn)	6	-4	-3	1	-5	nt	-0.2	0
CCC(C)(C)NC(=O)CN(C(=O)c1snc(C(N)=O)c1N)c1ccc2c(c1)OCO2	nt	nt	-2	-3	-3	nt	nt	2
Cc1ccc(-c2cc(C(=O)N/N=C/c3ccccc3)n[nH]2)o1	-5	8	6	-57	-29	-1	0.5	0
O=C(NCc1ccc(Cl)cc1)c1ccc(Br)o1	-1	-12	nt	22	-7	0	-0.3	0
O=C(Cc1ccc([N+](=O)[O-])cc1)N1N=C(C2CC2)CC1(O)C(F)(F)F (stereo not drawn)	3	9	6	nt	0	-5	-0.1	nt
NNC(=O)CNC(=O)C12CC3CC(CC(C3)C1)C2	0	3	-1	-6	7	-1	0.7	-3
CC1=C(C(=O)OC(C)C)C(c2ccccn2)n2ncnc2N1 (stereo not drawn)	3	-6	nt	-9	-15	-6	0.0	0
COc1ccc(NC(=O)c2cn(C)c(=O)c3cc(OC)c(OC)cc23)c(OC)c1	-1	-1	2	-1	-10	-3	0.0	2
Fc1ccc(/C=N/Nc2nc3ccccc3[nH]2)cc1F	0	16	nt	nt	-48	-1	0.0	nt
Cc1nc2ccccc2nc1N1CCCC1	nt	-6	7	8	-10	-1	0.5	-1
CCc1ccc(NS(=O)(=O)c2ccc3oc(=O)ccc3c2)cc1	2	-3	nt	8	-16	0	0.2	1
O=NN(C(=O)NCc1cccnc1)C1CCCCC1	0	3	3	2	5	nt	-0.1	2
Cc1ccc(-c2c(C)sc3nc(CN4CCN(CC(=O)NC5CC5)CC4)[nH]c(=O)c23)cc1	0	-15	-10	8	6	-10	-0.1	-1
O=c1cc(NCc2ccco2)[nH]c(=O)n1-c1ccc(Br)cc1	nt	nt	-3	-3	-3	nt	nt	-2
COc1ccccc1N1CCN(C(=O)CCCn2c(=O)[nH]c3ccsc3c2=O)CC1	4	-3	2	0	-17	2	0.3	-1
C[C@@H]1CCCCO[C@@H](CN(C)C(=O)Nc2ccccc2)[C@H](C)CN([C@@H](C)CO)C(=O)c2cc(NS(=O)(=O)c3ccc(F)cc3)ccc2O1	nt	nt	-10	nt	10	nt	0.0	4

Molecules above that have an NH in an aromatic ring (7):
SMILES	ERAP1 HTS inh	S100A4 inh HTS	PGC1a acetyl inh	Statin myotox sup	LGR2 inh	SIRT5 block	Xi reactivation	Cneo AK release
Cc1ccccc1CN(C)C(=O)COC(=O)c1ccc2[nH]c(C)c(C)c2c1	2	-3	-15	-4	6	nt	0.1	-2
Nc1nc(SCC(=O)N2N=C(c3ccc(Cl)cc3)CC2c2ccco2)n[nH]1 (stereo not drawn)	nt	-2	-5	nt	-4	-1	-0.1	0
Cc1ccc(-c2cc(C(=O)N/N=C/c3ccccc3)n[nH]2)o1	-5	8	6	-57	-29	-1	0.5	0
Fc1ccc(/C=N/Nc2nc3ccccc3[nH]2)cc1F	0	16	nt	nt	-48	-1	0.0	nt
Cc1ccc(-c2c(C)sc3nc(CN4CCN(CC(=O)NC5CC5)CC4)[nH]c(=O)c23)cc1	0	-15	-10	8	6	-10	-0.1	-1
O=c1cc(NCc2ccco2)[nH]c(=O)n1-c1ccc(Br)cc1	nt	nt	-3	-3	-3	nt	nt	-2
COc1ccccc1N1CCN(C(=O)CCCn2c(=O)[nH]c3ccsc3c2=O)CC1	4	-3	2	0	-17	2	0.3	-1

(cont.)
SMILES	ERAP1 HTS inh	S100A4 inh HTS	PGC1a acetyl inh	Statin myotox sup	LGR2 inh	SIRT5 block	Xi reactivation	Cneo AK release
C/C=C/c1ccc2c(c1)O[C@H](CN(C)C(=O)Nc1cccc(F)c1)[C@@H](C)CN([C@H](C)CO)S2(=O)=O	0	-8	-2	-24	4	-3	-0.3	-4
Cc1c(CCOC(=O)C23CC4(C)CC(C)(CC(C)(C4)C2)C3)sc[n+]1CC(=O)c1ccccc1	6	-8	-2	nt	12	-4	0.2	nt
COc1cccc(C(=O)Nc2cc(C)ccc2NC(=O)COc2ccccc2)c1	nt	nt	-2	37	39	nt	nt	0
CN(CC1CCCN(CCc2ccccc2F)C1)C(=O)c1cc2ccccc2o1 (stereo not drawn)	-2	-3	-4	10	5	nt	0.0	1
COc1ccccc1N1CCN(CCCNC(=O)C2CCCN(c3ncnc4c3nc3n4CCCCC3)C2)CC1 (stereo not drawn)	1	-1	-8	2	-18	3	0.1	-4
COC(=O)c1cnc(NNC(=O)c2ccc([N+](=O)[O-])cc2)nc1C(F)(F)F	23	-2	nt	nt	3	4	0.0	nt
CCOC(=O)C1CCN(C(=O)c2cccnc2Cl)CC1	nt	nt	5	-1	-10	nt	nt	-2
N/C(=N\OC(=O)Cc1ccccc1)c1ccc(Br)cc1	2	-3	nt	nt	nt	-2	0.2	nt
Fc1ccc(CCN2CCN=C2Nc2ccccc2)cc1	0	7	14	3	9	nt	0.7	-2
CC(C)C1C(=O)N(Cc2cn(CCC3OCCO3)nn2)CCS(=O)(=O)N1Cc1ccc(-c2cccc(CO)c2)cc1 (stereo not drawn)	-1	3	1	2	5	-4	0.1	-1
O=C(Nc1ccnn1C1CCNCC1)c1ccc2c(c1)OCO2	2	-12	-8	-4	-1	-3	0.0	-1
CC(C)c1ccc(NC(=O)CCN2C(=O)[C@@H]3Cc4ccccc4CN3C2=O)cc1	1	-3	nt	2	-10	-1	0.0	2
COc1ccc(CN(C)C[C@@H]2OCCCC[C@@H](C)Oc3ccc(NC(=O)Nc4ccc5c(c4)OCO5)cc3C(=O)N([C@@H](C)CO)C[C@@H]2C)cc1	-2	4	11	nt	-1	3	-0.1	-3
O=C(CSc1nnnn1-c1ccc2c(c1)OCCO2)Nc1nc2c(s1)CCCC2	1	-1	14	1	5	2	nt	0
COc1ccc(-c2nc(CN3CCC(C(=O)NC4CC4)CC3)c(C)o2)cc1OC	-2	1	-12	19	-14	-6	-0.1	22
CC(C)C#Cc1ccc([C@H]2[C@@H](CO)N3CCCCN(C(=O)NC(C)C)C[C@@H]23)cc1	nt	nt	2	nt	13	-5	0.4	1
O=C(Cn1ncc2c([nH]c3ccccc32)c1=O)NCCCN1CCN(c2ccccc2)CC1	1	-4	-13	8	0	-5	0.0	4
Cc1cc(OCc2cc(C(=O)N3CCC(Oc4cccnc4)CC3)no2)cc(C)c1Cl	-3	-2	nt	12	19	0	-0.1	2
CNC[C@H]1Oc2ccc(NC(=O)Nc3ccc4c(c3)OCO4)cc2CC(=O)N([C@H](C)CO)C[C@H]1C	-1	-24	16	9	5	-2	-0.9	-9
CCC(CC)c1nnc(NC(=O)c2cccc(S(=O)(=O)N3CCc4ccccc43)c2)s1	-1	2	-14	4	3	-1	nt	0
CSC1=NCCN1C(=O)c1ccc(S(=O)(=O)N2CCCC2)cc1	0	-1	1	10	2	nt	0.1	0
CC(C)(C)c1ccc2c(c1)C(=O)c1ccccc1C2=O	6	-2	-2	-5	-56	-4	-0.1	-10
COc1ccccc1NC(=O)N[C@@H]1CC[C@@H](CC(=O)N[C@@H](C)c2ccccc2)O[C@@H]1CO	1	5	8	9	16	2	-0.1	-3
O=C(O)C1CC=CCC1C(=O)NCCc1csc(-c2ccccc2)n1 (stereo not drawn)	-3	2	nt	3	-16	3	0.1	24
CC(=O)Nc1ccc(C(=O)CN2C(=O)NC3(CCOc4ccccc43)C2=O)c(F)c1 (stereo not drawn)	3	-6	nt	-3	-9	-2	0.0	-3
CC(OC(=O)Cc1ccc(Cl)cc1)C(=O)NCCC1=CCCCC1 (stereo not drawn)	11	1	nt	nt	-4	-5	0.3	nt
Cc1ccc(C(=O)NC2CC(=O)N(c3ccc4c(c3)OCCO4)C2)cc1[N+](=O)[O-] (stereo not drawn)	3	7	9	-5	-4	1	0.0	-5
N#Cc1cccc(-c2ccc3c(c2)[C@@H]2[C@@H](CCN2C(=O)c2ccccc2F)[C@@H](CO)N3)c1	nt	nt	-3	8	-6	3	0.0	-24
CCOC(=O)C(=O)N(C)c1c(CC)nc2c(OCc3cccc(OC)c3)cccn12	6	2	0	5	-8	-2	0.0	0
Cc1ccc(C(=O)N(CCC2=CCCCC2)c2c(N)n(Cc3ccccc3)c(=O)[nH]c2=O)o1	-1	-6	nt	-1	11	3	0.0	0

In the list so far, 2 contain a thiophene ring, fused or not:
SMILES	ERAP1 HTS inh	S100A4 inh HTS	PGC1a acetyl inh	Statin myotox sup	LGR2 inh	SIRT5 block	Xi reactivation	Cneo AK release
Cc1ccc(-c2c(C)sc3nc(CN4CCN(CC(=O)NC5CC5)CC4)[nH]c(=O)c23)cc1	0	-15	-10	8	6	-10	-0.1	-1
COc1ccccc1N1CCN(C(=O)CCCn2c(=O)[nH]c3ccsc3c2=O)CC1	4	-3	2	0	-17	2	0.3	-1
